phage Ecoli inh: E. coli growth loss with phage present | growth absorbance | inhibition, % at 11.9 µM | 360,000 compounds, 0.26% hits | AID 651602; in the data active = inhibition above about 11%
AddAB inh: less growth of phage-infected E. coli with AddAB; AID 435030; 330,000 compounds, 0.29% hits; E. coli expressing H. pylori AddAB, absorbance growth; inhibition, % at 11.9 µM; in the data active = inhibition above about 12%;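 note: 0% = vehicle wells of infected cells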
MOR-DOR ag: OPRM1-OPRD1 heterodimerization agonism; activation, % at 9.3 µM; 340,000 compounds, 0.3% hits; cells, luminescence; in the data active = activation above about 18%;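 note: 0% = vehicle-treated cells and 100% = reference agonist; values of inactives mirror those of a sister screen read the other way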
HTR5A ag ctr: HTR5A agonism, opioid heterodimer counter-screen | P47898 | HTR5A agonist assay, luminescence, cell-based | activation, % at 9.3 µM | 340,000 compounds, 0.61% hits | AID 504692; in the data active = activation mostly above about 9.5%, no sharp cut-off; inactive = mostly below about 7.6%;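 note: 0% = cells with vehicle only and 100% = reference agonist; strong numbers were not always called active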
Target sequence (P47898 whole entry, looked up): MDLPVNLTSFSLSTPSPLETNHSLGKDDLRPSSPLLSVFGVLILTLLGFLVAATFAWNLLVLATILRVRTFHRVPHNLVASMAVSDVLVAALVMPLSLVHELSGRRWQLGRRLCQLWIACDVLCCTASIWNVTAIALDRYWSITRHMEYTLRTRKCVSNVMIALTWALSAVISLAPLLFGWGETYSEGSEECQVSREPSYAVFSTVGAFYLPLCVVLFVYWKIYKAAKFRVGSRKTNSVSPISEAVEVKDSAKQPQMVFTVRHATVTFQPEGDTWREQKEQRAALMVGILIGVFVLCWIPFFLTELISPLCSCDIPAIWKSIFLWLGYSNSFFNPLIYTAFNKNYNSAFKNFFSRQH
Mot1-301 SUMO: SUMOylation pathway inhibition by Mot1-301 growth rescue; S. cerevisiae Mot1-301 growth rescue, ATP luminescence, 38.5C; percent above DMSO median, 100 means doubled; growth rescue, % at 18.8 µM; 320,000 compounds, 1% hits; AID 2716;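 active = every valid replicate shows activation above 250% relative to neutral control wells; inactive = the rest, any valid replicate at or below 250%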;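 note: OY570 slx delta 5 strain wells were the positive control but not used for scaling; some compounds called inactive have numbers as strong as hits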
Ecoli viability: reduces bacterial viability in AddAB counter-screen; E. coli V3065 growth, OD600 absorbance, 18 h; inhibition, % at 11.9 µM; 330,000 compounds, 0.27% hits; AID 449728;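 active = inhibition above the campaign's mean inhibition across all tested compounds plus 3 SD, cut at about 9.9% in these data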;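 note: uninfected addAB+ strain grown without phage in ampicillin broth; 0% = DMSO wells and 100% = ciprofloxacin 0.95 µg/ml wells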
HTR5A inv ag: HTR5A inverse agonism, opioid heterodimer counter-screen; P47898; HTR5A cell line, luminescence; 340,000 compounds, 0.083% hits; inhibition, % at 9.3 µM; in the data active = inhibition mostly above about 23%, no sharp cut-off; inactive = mostly below about 18%;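 note: 0% = cells with DMSO and 100% = no-cell wells with DMSO; some compounds called inactive have numbers as strong as hits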
DSG3 Ab inh: human desmoglein-3 autoantibody binding inhibition; 310,000 compounds, 0.48% hits; binding (percent of control), % at 10 µM; P32926; DSG3-coupled beads, scFv-anti-DSG3-GFP binding, flow cytometry; hits give low values; AID 588358;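 active = binding more than 3 SD below its plate's average and above zero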;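 note: hits lower antibody fragment binding to DSG3; some compounds called inactive have numbers as strong as hits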
PKA-R1A act: PKA-R1A complex activation. PKA-R1A dissociation, Cy5-IP20 fluorescence polarization; scaled: DMSO 0%, 113 µM cGMP 100%. P00514+P68181. activation, % at 11.4 µM. 340,000 compounds, 0.083% hits;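 active = percent activation above the mean of all tested compounds plus 3 SD, cut at about 19% in these data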;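 note: higher means more PKAc released from R1A so a rise in polarization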
MOR-DOR inv ag: inverse agonist of human OPRM1-OPRD1 heterodimerization; cell-based MOR-DOR heterodimer luminescence, inverse agonism; P35372+P41143; 340,000 compounds, 0.21% hits; inhibition, % at 9.3 µM; AID 504357; in the data active = inhibition above about 22%, passing the limit was not always enough;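 note: 0% = cells with DMSO and 100% = wells without cells with DMSO; values of inactives mirror those of a sister screen read the other way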
PfHsp90 set2: reduces growth (ATP signal) of yeast expressing P. falciparum Hsp90. S. cerevisiae expressing PfHsp90, BacTiter-Glo ATP, 48 h; yeast lacking PDR1 and PDR3 efflux regulators. inhibition, % at 9.4 µM. 310,000 compounds, 0.32% hits. AID 504621;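 active = every replicate shows inhibition above about 80%, whatever the replicate mean, limit read from the data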;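 note: 0% = DMSO neutral controls and 100% = 20 µM radicicol positive controls; yeast relying on Plasmodium falciparum Hsp90 in place of its own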
* = called active by the depositor; . = no result given.

SMILES	phage Ecoli inh	AddAB inh	MOR-DOR ag	HTR5A ag ctr	Mot1-301 SUMO	Ecoli viability	HTR5A inv ag	DSG3 Ab inh	PKA-R1A act	MOR-DOR inv ag	PfHsp90 set2
CCCCN1CC2=C(C1=O)C(c1ccc(O)cc1)NC(=O)N2C (stereo unspecified)	1.8	-0.3	-2.4	3.0	-8.7	-3.3	27.8	113.5	-2.9	11.4	.
COc1ccc(NC(=O)/C(C#N)=C/c2ccc3c(c2)n(C)c(=O)n3C)cc1	3.3	5.7	-3.1	0.7	-4.7	1.4	11.1	95.9	11.1	14.1	-20.0
Cn1c(CNc2cccc(Cl)c2)nnc1SCC#N	2.0	2.7	-0.7	5.7	-13.1	-2.7	-14.1	99.2	13.1	3.9	-29.2
CC(=O)[C@@]1(O)CCC2C3CC[C@H]4C[C@@H](O)CC[C@]4(C)C3CC[C@@]21C (stereo partly specified)	3.0	-2.7	-1.9	-0.9	215.6	1.5	3.4	125.6	2.1	9.2	-43.7
Cc1ccc([C@@H]2CC=C(C(=O)O)[C@H](c3cccc(Cl)c3)N2S(=O)(=O)c2ccccc2C)cc1	2.3	4.7	-3.5	-1.3	294.9*	-0.4	4.6	107.3	-7.1	16.6	-3.6
O=C1CC(C(=O)NCCc2ccccc2)SC(=Nc2ccccc2)N1 (stereo unspecified)	1.9	-0.5	.	.	25.3	-0.4	.	105.6	.	.	.
COC(=O)CNC(=O)C1Cc2ccccc2CN1S(=O)(=O)c1ccc(F)cc1 (stereo unspecified)	1.4	-0.9	-3.2	-1.0	391.5	-0.9	4.0	93.4	-2.8	18.5	-13.8
CCC(CO)Nc1ncnc2c1cnn2-c1ccc(OC)cc1 (stereo unspecified)	2.1	0.8	1.8	0.9	-18.8	1.5	-2.8	105.4	-0.8	-10.4	-22.0
COc1ccccc1Nc1nn2c(=O)c3ccc(C(=O)N4CCCC(C)C4)cc3nc2s1 (stereo unspecified)	-0.8	0.5	0.3	0.6	323.8	0.8	-10.9	97.5	-6.8	-2.0	-47.9
NC(=O)c1c(NC(=O)c2cccs2)sc2c1CCCCCC2	1.2	1.1	2.6	5.5	-19.4	1.3	0.5	99.8	-3.3	-14.7	-45.2
Cc1ccc(C(C(=O)NC2CCCCC2)N2CCOCC2)cc1 (stereo unspecified)	3.1	-0.8	-2.8	-4.3	-8.4	-1.1	-2.7	.	-1.1	17.1	6.8
Cc1cc(C(=O)CSc2nnc(-c3ccc4c(c3)OCO4)o2)c(C)n1-c1ccc(F)cc1	2.7	3.5	1.6	-3.9	-8.8	0.6	13.1	100.0	-0.1	-9.0	-2.0
Cc1ccccc1C(=O)NCC(c1ccco1)N1CCc2ccccc21 (stereo unspecified)	2.3	1.0	-1.4	6.9	-11.8	-0.7	8.0	100.8	-2.4	7.5	.
COc1ccc(-n2c(C)cc(=O)[nH]c2=O)cc1	-0.4	1.9	-3.8	1.1	72.0	2.8	-4.3	98.6	-4.5	18.2	-11.1
CC(C)(C)c1cnnn1-c1cccc([N+](=O)[O-])c1	3.9	2.1	.	.	5.1	0.5	.	100.8	.	.	13.5
Cc1ccc(-n2c(Cn3nc(C(F)F)cc3C(F)F)n[nH]c2=S)cc1	2.9	-0.8	-0.6	2.3	-9.4	-1.0	-3.3	98.6	0.1	3.4	15.1
CCN1CCN(CC(=O)N/N=C/c2ccc(F)cc2F)CC1	-4.0	4.4	-1.3	0.1	12.6	1.9	12.1	99.2	-0.4	6.0	-10.2
CCS(=O)(=O)N1CCC(NC(=O)C2CCCCC2)CC1	1.7	-0.1	-0.4	3.9	2.3	0.8	-29.9	108.0	-3.7	2.1	.
CC(NC(=O)COC(=O)Cc1ccccc1[N+](=O)[O-])c1ccccc1 (stereo unspecified)	1.5	4.0	-1.9	2.2	199.6	-1.7	-7.5	98.8	-11.1	10.1	8.2
CC(C)c1cccc(C(C)C)c1NC(=O)CCN1C(=O)NC2(CCCC2)C1=O	6.1	1.6	-4.7	1.2	51.2	-2.9	4.1	99.2	-5.9	17.5	-4.5
O=[N+]([O-])c1c(NCCCO)cc(N2CCCCCC2)c2nonc12	-1.4	-2.9	-2.3	-0.8	-2.1	0.4	2.8	91.5	-4.2	10.2	23.3
COc1ccc2oc(=N)c(C(=O)Nc3ccccc3Cl)cc2c1	2.1	-2.9	-0.9	0.3	-11.2	-2.1	-1.1	124.2	0.9	4.5	-12.0
O=C(N=C1SC2CS(=O)(=O)CC2N1c1ccccc1)C1CC1 (stereo unspecified)	3.1	1.4	-0.3	1.9	236.8	1.4	-4.7	102.2	-1.8	1.6	-15.9
Cc1ccc(C(=O)N2CCN(S(=O)(=O)c3ccc(Br)cc3)CC2)o1	1.4	2.8	-3.7	-4.5	4.7	-1.8	12.6	108.8	3.8	19.7	41.5
CN(CC(=O)Nc1ccc(C(N)=O)cc1)CC(=O)Nc1ccccc1Br	0.8	-0.5	-0.8	2.6	5.8	-2.1	-11.0	87.8	4.2	4.1	4.0

Remaining list, next part:
SMILES	phage Ecoli inh	AddAB inh	MOR-DOR ag	HTR5A ag ctr	Mot1-301 SUMO	Ecoli viability	HTR5A inv ag	DSG3 Ab inh	PKA-R1A act	MOR-DOR inv ag	PfHsp90 set2
Cc1cc(-c2nnc(SCC(=O)Nc3cccc(C)c3C)n2N)n[nH]1	3.2	0.1	-3.5	0.3	-8.9	0.9	-1.0	103.8	-5.8	17.3	3.6
CCC(C)NCC(=O)Nc1ccc(-c2nc3cc(NC(=O)CNC(C)CC)ccc3o2)cc1 (stereo unspecified)	1.5	0.1	0.6	-3.0	0.7	-1.6	7.4	.	-5.2	-2.5	-33.8
O=C(O)CCc1ccc(S(=O)(=O)Nc2ccc(OCc3ccccc3)cc2)cc1	1.2	1.7	1.4	0.6	101.0	-0.3	-2.6	.	-3.4	-8.6	-16.8
O=C(CSC1CN(C(c2ccccc2)c2ccccc2)C1)N/N=C/c1ccc(Cl)cc1Cl	-0.1	-1.9	-1.2	12.2*	53.4	-1.4	3.1	116.7	3.2	6.2	-1.3
CN(C)CCCNC(=O)C[C@H]1C[C@H](C(=O)N2CCCCC2)[C@@]2(CCc3ccccc3)c3[nH]c4cc(CCC(=O)N(C)C)ccc4c3CCN2C1=O	2.5	-0.2	-2.5	-1.4	.	-2.7	4.8	100.2	-8.7	12.2	8.1
COc1cc(C=CC(=O)OCC=Cc2ccc3c(c2)OCO3)cc(OC)c1OC	-0.9	.	1.6	1.3	.	.	-5.0	97.9	6.5	-8.1	.
COc1ccc(-c2noc(CSc3ccccc3)n2)cc1OC	2.0	-1.6	-1.6	3.4	112.0	1.5	-9.1	.	0.1	9.4	-25.1
CN(CC1CCCN(CCc2ccc(Cl)cc2)C1)C(=O)c1ccoc1 (stereo unspecified)	2.9	0.4	-1.0	2.3	-6.5	1.0	9.6	109.8	3.7	5.0	17.9
CCN1CCN(C(=O)CNC(=O)c2nn(-c3ccc(OC)cc3)c(=O)c3ccccc23)CC1	2.8	4.3	0.9	5.0	-20.0	-1.1	-14.8	112.4	-2.2	-7.5	-4.0
Cc1c(/C=N/NC(=O)CNc2ccccc2)c2ccccn2c1C(=O)c1ccccc1	1.0	1.0	0.8	1.4	.	-1.7	-1.1	90.1	-3.1	-5.0	5.5
CCCCSC1=C(C#N)C(c2ccccc2C)C(C(=O)OCC)C(=O)N1 (stereo unspecified)	3.6	1.1	0.8	0.4	-5.0	0.1	6.1	105.6	-12.2	-4.3	-15.6
Cc1ccc(S(=O)(=O)NCC2(c3ccccc3)CCOCC2)cc1	2.9	-0.7	-1.9	-1.7	.	0.6	-6.4	102.8	-0.6	9.8	-5.2
CCOC(=O)CNC(=O)CSc1nnc(-c2ccco2)n1Cc1ccco1	4.2	-0.4	-1.9	-0.7	16.8	-1.3	2.2	100.2	-0.3	10.0	24.8
Cc1cccn2c(=O)nc(SCC(=O)NC3CCCC3)nc12	-0.5	3.3	-1.5	0.8	-1.1	4.0	17.1	.	-0.3	9.8	.
Cc1cc(C)c2c(c1)c(C)cc1nnc(SCC(=O)NCc3ccco3)n12	1.9	2.8	-3.4	1.5	-1.8	0.8	-11.0	92.3	7.5	17.1	0.5
CCOC(=O)c1c(NC(=O)CN2C(=O)N(C)C3(CCCCC3)C2=O)sc(C(=O)N(C)C)c1C	1.9	.	-2.3	0.5	.	.	-1.3	.	-6.3	9.5	-10.4
CC1CC(C)CN(Cc2nc3c(c(=O)n(C)c(=O)n3C)n2CCN2CCOCC2)C1 (stereo unspecified)	1.0	4.8	.	.	34.3	-1.2	.	98.8	2.1	.	28.2
COc1ccc(C(=O)C2CCCN(Cc3ccc4nonc4c3)C2)c(C)c1 (stereo unspecified)	-0.3	1.8	1.5	6.2	109.8	-1.4	7.7	89.7	-6.8	-7.8	3.0
O=C1CC(SC(=Nc2ccccc2)Nc2ccccc2)C(=O)N1c1cccc2ccccc12 (stereo unspecified)	3.1	-0.8	-1.0	-1.9	-8.7	-0.8	-36.8	97.4	-2.1	6.0	-25.3
